Source: PubChem BioAssay (several laboratories)
MRP1 act = activators of MRP-1; actives 0.61% (n = 140,000); viability increase, % at 10 µM; H69AR cells + doxorubicin, viability rescue, CellTiter-Glo;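 active = viability gain under doxorubicin at or above a set limit, the compound median plus 3 SD, cut at about 4.7% in these data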;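 note: MRP-1 overexpressing cells given doxorubicin 25 µM after compound pretreatment; 18-22 h compound pretreatment then 72 h with doxorubicin before readout; 0% = doxorubicin-only wells and 100% = vehicle-treated cells without doxorubicin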
NPY-Y2 antag = blocks the human neuropeptide Y Y2 receptor; P49146; NPY-Y2 expressing cells, antagonist mode; inhibition, % at 2.7 µM; actives 0.99% (n = 140,000); AID 793; in the data active = inhibition above about 17%;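 note: 0% = vehicle with agonist challenge and 100% = reference antagonist with challenge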
Target sequence (P49146 whole entry, looked up): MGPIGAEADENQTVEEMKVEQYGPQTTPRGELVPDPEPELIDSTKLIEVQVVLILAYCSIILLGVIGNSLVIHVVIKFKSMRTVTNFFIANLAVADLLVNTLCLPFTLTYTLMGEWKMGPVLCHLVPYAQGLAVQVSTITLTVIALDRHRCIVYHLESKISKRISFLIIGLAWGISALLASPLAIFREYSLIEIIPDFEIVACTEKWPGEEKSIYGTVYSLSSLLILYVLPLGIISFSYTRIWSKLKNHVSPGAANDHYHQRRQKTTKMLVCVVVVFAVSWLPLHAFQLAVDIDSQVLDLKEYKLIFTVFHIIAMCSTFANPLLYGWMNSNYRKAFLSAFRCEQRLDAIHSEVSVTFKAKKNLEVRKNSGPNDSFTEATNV
GALR2 antag = antagonists of human galanin receptor 2 (GALR2) | GALR2-expressing cells, antagonist mode | actives 0.39% (n = 140,000) | inhibition, % at 4 µM | O43603; in the data active = inhibition above about 27%;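 note: cells stimulated with galanin 1-16 at roughly its EC80; 0% = agonist challenge control and 100% = basal control without agonist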
Target sequence (O43603 whole entry, looked up): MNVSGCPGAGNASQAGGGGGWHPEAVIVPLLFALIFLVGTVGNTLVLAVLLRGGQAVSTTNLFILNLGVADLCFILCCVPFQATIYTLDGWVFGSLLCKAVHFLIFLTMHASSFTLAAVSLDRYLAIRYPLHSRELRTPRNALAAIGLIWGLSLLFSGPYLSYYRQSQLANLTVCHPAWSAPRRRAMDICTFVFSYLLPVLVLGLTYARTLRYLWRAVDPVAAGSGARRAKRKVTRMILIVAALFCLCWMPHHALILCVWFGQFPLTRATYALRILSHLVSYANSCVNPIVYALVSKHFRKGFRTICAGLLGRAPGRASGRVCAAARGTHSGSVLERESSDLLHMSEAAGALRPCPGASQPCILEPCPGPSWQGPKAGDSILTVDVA
BB579 growth dn = reduces growth of yeast BB579 in restrictive medium; S. cerevisiae BB579 growth, OD615, 48 h; inhibition, % at 10 µM; actives 0.51% (n = 140,000); AID 804;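 active = inhibition above a set limit, 3 SD over the mean compound inhibition, cut at about 44% in these data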; note: inactives centre near -24
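controls = amphotericin B 10 µg/mL, positive | assay system = DeaD yeast strain BB579 | schedule = 48 h compound exposure at 30 °C after 4 h preincubation | detection = OD615 turbidity measurement | medium = restrictive CSMM-D medium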
HCT116 bCat-KO = beta-catenin-lacking colon tumor cell growth suppression | actives 1.5% (n = 140,000) | viability, % at 10 µM | HCT116 beta-catenin knockout viability, CellTiter-Glo, 60 h; stronger effect = lower value | AID 818;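 active = viability at or under a set limit, the compound median less 4 SD, cut at about 6% in these data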;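 note: 0% = Hyamine 1622 control at 20 µM and 100% = untreated cell control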
Phagocyt inh = macrophage phagocytosis inhibition | J774A.1 macrophage IgG-bead phagocytosis, imaging | inhibition, % at 5 µM | actives 0.07% (n = 110,000);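 active = inhibition above the mean of the plate negative controls plus 5 SD, cut at about 13% in these data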;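 note: phagocytic index as fraction of beads internalized from green versus red external bead signal; plate controls were DMSO negative control for no effect and cytochalasin-D positive control for full effect; some results beyond the cut were filed as inactive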
E-sel TNF inh = blocks E-selectin expression induced by TNF alpha. inhibition, % at 2 µM. actives 0.71% (n = 120,000). HUVEC TNFa-induced E-selectin immunofluorescence, high content. AID 1246;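 active = inhibition above the batch mean plus 3 SD, and confirmed as a hit on visual image review, cut at about 43% in these data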;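 note: 0% = TNF-stimulated DMSO wells and 100% = unstimulated control wells; not every result past the cut was called active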
PTEN del growth = suppresses growth of cells with PTEN deletion. HCT116 PTEN-null viability, CellTiter-Glo, 60 h; stronger effect = lower value. viability, % at 10 µM. actives 1.2% (n = 140,000);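 active = viability at or below a set limit, 4 SD under the median of all tested compounds, cut at about 3.7% in these data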;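 note: PTEN knockout HCT116 line with beta catenin targeted HCT116 as companion control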
Yeast life ext = extends the lifespan of yeast. S. cerevisiae growth with nicotinamide, OD615; deaD strain in restrictive glucose medium. inhibition of the nicotinamide effect, % at 10 µM. actives 0.68% (n = 130,000). AID 775;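 active = inhibition above a set limit, placed 3 SD over the median of all compounds, cut at about 26% in these data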;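 note: 0% = nicotinamide-treated wells and 100% = cells grown without nicotinamide; some compounds called inactive have numbers as strong as hits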
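assay system = DeaD-strain S. cerevisiae | buffer or medium = restrictive glucose medium | reagent = 1.5 mM nicotinamide | compound = 10 µM single point, 0.25% DMSO | incubation = 48 h compound exposure at 30 °C, humidified | signal = OD615 measurement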
Measles CPE = protection of cells from measles virus; Measles virus-infected cells, CPE protection, absorbance; actives 1.5% (n = 140,000); protection (pct of control), % at 4 µM; in the data active = protection mostly above about 24%, no sharp cut-off; inactive = mostly below about 26%; note: some compounds called inactive have numbers as strong as hits
* = called active by the depositor; x = no result given. No enrichment for hits; overall some 6.1% were active at least once.

item	canonical_smiles	MRP1 act	NPY-Y2 antag	GALR2 antag	BB579 growth dn	HCT116 bCat-KO
1	C=CCOC(=O)/C(=C\c1cccc2ccccc12)NC(=O)c1ccccc1	-3.5	2.1	5.2	-14.8	87.7
2	CCc1cccc(NC(=O)CSC2=NS(=O)(=O)c3ccccc32)c1	-1.7	-1.1	5.4	7.5	83.0
3	O=C(Cn1cnc2ccccc2c1=O)Nc1ccc(-c2nnc3n2CCCCC3)cc1	-2.4	1.0	2.9	-35.8	95.8
4	CC(NC(=O)COC(=O)Cn1cnc2ccccc2c1=O)C1CC2CCC1C2 (centres undefined)	-0.1	3.9	9.6	-16.6	99.0
5	CCOc1ccc(S(=O)(=O)N(C)c2ccc(OCC(=O)Nc3ccc4[nH]c(=O)[nH]c4c3)cc2)cc1	-5.1	2.1	5.8	-46.8	87.2
6	Cc1ccc(-n2c(SCC(=O)N/N=C/C=C/c3ccccc3[N+](=O)[O-])nc3ccccc3c2=O)cc1	-1.1	2.4	-2.7	-61.5	83.5
7	COc1ccc(OC)c(-c2nc3cc4ccccc4cc3nc2-c2ccccc2)c1	2.6	3.6	-0.9	-51.3	68.2
8	O=C(OCn1nnc2ccccc2c1=O)c1cc(-c2ccccc2)nc2ccccc12	0.5	-0.2	7.5	-40.7	94.8
9	CCN(CCNC(=O)Nc1ccc(Cl)cc1)c1ccccc1	-2.9	1.9	-4.6	-15.9	42.6
10	O=C(NCCCn1ccnc1)c1ccc(Br)o1	-1.1	0.2	2.4	-16.7	95.1
11	CCOC(=O)CS(=O)(=O)c1ccccc1	-0.2	0.5	4.1	-60.2	106.4
12	O=C(Nc1cccc(-c2cn3ccccc3n2)c1)C1CC1	-0.3	2.5	10.7	-40.3	98.4

item	Phagocyt inh	E-sel TNF inh	PTEN del growth	Yeast life ext	Measles CPE
1	x	-22.4	89.3	-9.5	4.9
2	-0.9	9.7	86.8	-11.7	25.4
3	0.8	-21.1	97.2	-1.1	8.1
4	-12.1	x	97.9	1.0	7.8
5	-0.7	-7.4	91.7	9.9	5.6
6	-2.0	-9.7	85.4	-0.3	4.6
7	-4.8	11.3	61.0	4.3	11.1
8	-1.7	x	97.8	10.4	5.1
9	-0.9	4.3	17.5	-25.1	6.3
10	1.0	-71.3	91.5	-4.2	3.9
11	-0.4	-62.9	113.6	-11.2	6.7
12	-0.4	33.4	102.6	-11.5	23.6

Seven entries already listed, ordered by length of the SMILES, ascending.
item	canonical_smiles	MRP1 act	NPY-Y2 antag	GALR2 antag	BB579 growth dn	HCT116 bCat-KO
10	O=C(NCCCn1ccnc1)c1ccc(Br)o1	-1.1	0.2	2.4	-16.7	95.1
9	CCN(CCNC(=O)Nc1ccc(Cl)cc1)c1ccccc1	-2.9	1.9	-4.6	-15.9	42.6
12	O=C(Nc1cccc(-c2cn3ccccc3n2)c1)C1CC1	-0.3	2.5	10.7	-40.3	98.4
1	C=CCOC(=O)/C(=C\c1cccc2ccccc12)NC(=O)c1ccccc1	-3.5	2.1	5.2	-14.8	87.7
7	COc1ccc(OC)c(-c2nc3cc4ccccc4cc3nc2-c2ccccc2)c1	2.6	3.6	-0.9	-51.3	68.2
3	O=C(Cn1cnc2ccccc2c1=O)Nc1ccc(-c2nnc3n2CCCCC3)cc1	-2.4	1.0	2.9	-35.8	95.8
5	CCOc1ccc(S(=O)(=O)N(C)c2ccc(OCC(=O)Nc3ccc4[nH]c(=O)[nH]c4c3)cc2)cc1	-5.1	2.1	5.8	-46.8	87.2

item	Phagocyt inh	E-sel TNF inh	PTEN del growth	Yeast life ext	Measles CPE
10	1.0	-71.3	91.5	-4.2	3.9
9	-0.9	4.3	17.5	-25.1	6.3
12	-0.4	33.4	102.6	-11.5	23.6
1	x	-22.4	89.3	-9.5	4.9
7	-4.8	11.3	61.0	4.3	11.1
3	0.8	-21.1	97.2	-1.1	8.1
5	-0.7	-7.4	91.7	9.9	5.6

Additional results:
item	canonical_smiles	MRP1 act	NPY-Y2 antag	GALR2 antag	BB579 growth dn	HCT116 bCat-KO
13	CCn1c(=O)cc(OCC(=O)NCc2ccc(C)o2)c2ccccc21	-2.1	-0.1	-1.3	-55.1	86.8
14	O=[N+]([O-])c1ccc(N2CCCCC2)cc1NCCOc1ccccc1	-1.6	10.6	0.3	-0.9	94.9
15	CC(C)CN(CC(C)C)C(=O)C12CCC(C)(C(=O)O1)C2(C)C (centres undefined)	0.9	1.4	-25.9	-43.5	86.2
16	c1cncc(-c2noc(CC3CCCCC3)n2)c1	0.5	1.5	-2.8	-16.9	101.3
17	COc1cccc(-c2nnc(-c3ccc(C)o3)o2)c1	1.1	6.5	-12.1	-35.1	90.6
18	CC1Cc2nc(SCC(=O)Nc3ccc4c(c3)OCO4)n(Cc3ccccc3)c(=O)c2S1 (centres undefined)	-0.6	3.0	-12.9	-45.3	88.2
19	CCCSc1nc(C)cc(C)c1S(=O)(=O)c1ccccc1C	-3.2	6.3	8.6	-43.5	83.7
20	COC(=O)c1cc(-c2ccc(OC)c(OC)c2)on1	1.1	28.1*	-9.2	-10.8	90.0
21	Cc1cc(C)c(C(=O)C2OC(=O)C(C)(C)C(=O)C2(C)C)c(C)c1 (centres undefined)	-2.1	2.4	-18.8	12.1	85.5
22	O=C(CSc1nc2ccccc2s1)CSc1nc2ccccc2s1	-1.0	7.8	-13.3	-42.9	86.5
23	CCOC(=O)C1CCN(Cc2ccc(OC)c(C)c2OC)CC1	-4.2	3.4	11.8	-32.8	72.9
24	Cc1cc2nncn2c(Cc2ccccc2)n1	0.3	1.1	15.7	4.9	95.0

item	Phagocyt inh	E-sel TNF inh	PTEN del growth	Yeast life ext	Measles CPE
13	-0.9	-8.6	89.9	-7.5	15.7
14	-10.4	4.2	92.8	3.4	18.3
15	x	-3.1	95.5	x	0.6
16	x	-46.7	103.9	-6.4	9.4
17	x	4.9	94.1	x	5.4
18	1.3	-13.8	95.8	-7.5	11.5
19	x	-12.6	79.2	-3.5	4.2
20	-0.7	1.9	90.9	-12.7	3.7
21	-0.2	x	87.9	2.2	6.7
22	1.6	12.1	96.5	-10.8	3.7
23	x	-33.0	75.8	0.4	20.8
24	-0.5	-19.9	101.7	-11.6	12.5

More compounds follow.
item	canonical_smiles	MRP1 act	NPY-Y2 antag	GALR2 antag	BB579 growth dn	HCT116 bCat-KO
25	COC(=O)C1=C(C)N(C2CCCCC2)C(=O)C1	-2.6	-1.4	12.2	-19.8	89.7
26	O=C(CCCOc1ccc(Cl)cc1)Nc1nncs1	-0.7	0.3	7.9	-40.0	85.5
27	CCOC(=O)C1=C(C)N=c2s/c(=C3\C(=O)Nc4ccccc43)c(=O)n2C1c1ccc2c(c1)OCO2 (centres undefined)	-3.1	-3.8	14.9	-25.6	86.7
28	Cc1ccc(-c2nc3cccnc3o2)cc1NC(=O)COc1ccc(C(C)(C)C)cc1	-0.6	16.1	-11.4	-13.7	67.1
29	Cc1ccnc2nc(C(=O)OCC(=O)Nc3ccc4c(c3)OC(F)(F)O4)nn12	4.2	0.9	-11.9	-1.5	91.1
30	CS(=O)(=O)N1CCC(C(=O)Nc2ccc(Oc3ccccc3)cc2)CC1	-0.2	-0.5	5.3	-59.8	93.8
31	CCOC(=O)Cc1c(C)[nH]c(=S)[nH]c1=O	-1.0	0.4	3.4	-45.1	93.3
32	CN1C2CCC1/C(=C\c1ccccc1F)C(=O)/C2=C/c1ccccc1F	-4.3	1.3	2.1	9.1	14.8
33	CCCOc1ccc(N2C(=O)CC(NCCc3ccc(S(N)(=O)=O)cc3)C2=O)cc1 (centres undefined)	-0.5	-1.2	-1.9	-14.3	86.8
34	COc1ccc(C(=O)NCS(=O)(=O)c2ccc(C)cc2)cc1	-0.3	1.3	10.6	-1.1	99.6
35	COc1ccc(NC(=O)CN2CCCN(S(=O)(=O)c3ccc(F)cc3)CC2)cc1	-1.3	0.1	0.2	-38.3	89.6
36	Nc1nc(CN2CCN(c3ccccc3F)CC2)nc(Nc2ccc3c(c2)OCCO3)n1	-1.4	-0.6	1.5	-21.2	65.2

item	Phagocyt inh	E-sel TNF inh	PTEN del growth	Yeast life ext	Measles CPE
25	x	16.2	93.3	-22.5	9.6
26	-0.8	18.6	88.2	-13.1	5.0
27	-0.9	12.6	90.6	-9.7	1.2
28	-0.2	9.8	58.0	-14.9	11.1
29	-3.5	-9.6	90.7	-5.3	4.3
30	-0.3	-23.7	94.0	-4.7	2.8
31	1.2	-49.0	104.9	-7.0	3.1
32	-10.4	11.9	19.0	-2.6	32.2
33	0.7	5.7	89.2	-8.9	0.9
34	x	-0.1	104.3	-13.2	6.0
35	x	25.0	98.2	-15.5	15.2
36	x	2.3	63.5	-21.0	36.4

(further entries)
item	canonical_smiles	MRP1 act	NPY-Y2 antag	GALR2 antag	BB579 growth dn	HCT116 bCat-KO
37	Cc1nnc(SCC(=O)NCc2ccccc2Cl)n(N)c1=O	-0.4	0.2	2.9	-17.4	90.8
38	COc1ccc(S(=O)(=O)Nc2nc3ccccc3s2)cc1	-0.5	-0.4	-14.6	-39.2	108.2
39	COc1cc2c(cc1OC)C1=C(C#N)CN(C3CCCCC3)CN1CC2	-1.7	3.7	-0.5	-89.1	85.7
40	C=CCNCCOCCOc1ccc(C)cc1[N+](=O)[O-]	-2.5	4.9	2.1	-10.2	88.3
41	CNC(=O)NC(=O)COC(=O)c1ccc(-n2c(C)ccc2C)cc1	-1.8	-0.2	-4.7	-23.3	50.5
42	Cc1ccc(CO/N=C/C2=C(Cl)c3ccccc3CC2)cc1	-1.0	5.3	-6.2	-47.9	80.1
43	COc1ccc(C)cc1S(=O)(=O)N(CC(=O)Nc1ccc2c(c1)OCCO2)Cc1ccccc1	-1.1	3.8	1.6	-49.2	63.0
44	Cc1ccc(NC(=O)CS(=O)CC(=O)N(C2CCCC2)C(C)C(=O)NC2CCCCC2)cc1 (centres undefined)	-1.2	2.6	-20.5	-35.5	80.0
45	CCC(=O)NC1(C(F)(F)F)C(=O)NC(C)=C1C#N (centres undefined)	-0.4	1.4	-2.4	0.7	96.0
46	CC1CCC(n2c(=S)[nH]c3ccccc3c2=O)CC1 (centres undefined)	-3.6	-3.6	5.3	-7.3	93.2
47	O=C1NC(=S)S/C1=C/c1ccc(N2CCOCC2)o1	-3.9	11.4	6.4	-26.1	84.0
48	Cc1nn(C)c(C)c1CN(C)C(=O)CCCC(=O)O	0.8	3.3	-9.7	13.2	100.9

item	Phagocyt inh	E-sel TNF inh	PTEN del growth	Yeast life ext	Measles CPE
37	-11.5	x	100.2	7.2	7.7
38	-0.3	0.1	97.0	-5.3	7.3
39	0.0	10.4	83.1	-7.0	28.2
40	0.3	22.0	94.4	-3.9	25.1
41	-8.4	-20.5	46.4	-4.0	4.9
42	3.2	5.0	92.9	-15.6	6.5
43	-1.0	0.4	57.3	-2.9	31.9
44	x	29.4	86.8	-3.2	6.5
45	-0.5	-16.5	92.9	-12.4	6.8
46	0.2	5.8	98.9	-11.3	9.1
47	-1.5	-11.8	85.0	-5.3	2.3
48	x	-26.8	102.5	x	9.8
